# From PubChem BioAssay
# TDP1 cell CPT – qHTS for Inhibitors of human tyrosyl-DNA phosphodiesterase 1 (TDP1): qHTS in cells in presence of CPT | AID 686979, 2013 | Potency, µM (titrated, usually from 46.2 µM), inactives show at the top dose activity change, negative = growth inhibition, actives largely listed as inhibitors | chicken DT40 Tdp1-/-;hTDP1 cells + 20 nM CPT, ATP luminescence, 48 h | 420,000 tested, 12% active; note: nearly all actives have a fitted effect of over 55% in size
#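 Chicken DT40 Tdp1-/- cells stably complemented with human TDP1 were seeded at 400 cells/well in medium containing 20 nM camptothecin, exposed to pin-transferred compounds, and grown at 37 °C for at least 48 hr. Viability was read as ATP luminescence.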
# TDP1 cell noCPT – qHTS for Inhibitors of human tyrosyl-DNA phosphodiesterase 1 (TDP1): qHTS in cells in absence of CPT; DT40 Tdp1-/- hTDP1 cells, no CPT, ATP luminescence, 48 h; Potency, µM (series often up to 46.2 µM), without a hit: top-dose activity change, negative = growth inhibition, usual class: inhibitors; 420,000 tested, 15% active; note: nearly all actives have a fitted effect of over 55% in size
#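 Chicken DT40 Tdp1-/- cells stably complemented with human TDP1 were seeded at 400 cells/well with DMSO in place of 20 nM camptothecin. After compound pinning, cells grew at least 48 hr at 37 °C; viability read by CellTiter-Glo luminescence.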
# GCN5L2 inh – qHTS Assay for Inhibitors of GCN5L2; Histone acetyltransferase KAT2A (Homo sapiens), Q92830; GCN5L2 HAT assay, ThioGlo1 CoA-SH fluorescence; Potency, µM (highest dose often 58.9 µM), without a hit: at the highest dose activity change, negative = inhibition, hits mostly inhibitors; 390,000 tested, 0.21% active
# Target sequence (Q92830 whole entry, looked up): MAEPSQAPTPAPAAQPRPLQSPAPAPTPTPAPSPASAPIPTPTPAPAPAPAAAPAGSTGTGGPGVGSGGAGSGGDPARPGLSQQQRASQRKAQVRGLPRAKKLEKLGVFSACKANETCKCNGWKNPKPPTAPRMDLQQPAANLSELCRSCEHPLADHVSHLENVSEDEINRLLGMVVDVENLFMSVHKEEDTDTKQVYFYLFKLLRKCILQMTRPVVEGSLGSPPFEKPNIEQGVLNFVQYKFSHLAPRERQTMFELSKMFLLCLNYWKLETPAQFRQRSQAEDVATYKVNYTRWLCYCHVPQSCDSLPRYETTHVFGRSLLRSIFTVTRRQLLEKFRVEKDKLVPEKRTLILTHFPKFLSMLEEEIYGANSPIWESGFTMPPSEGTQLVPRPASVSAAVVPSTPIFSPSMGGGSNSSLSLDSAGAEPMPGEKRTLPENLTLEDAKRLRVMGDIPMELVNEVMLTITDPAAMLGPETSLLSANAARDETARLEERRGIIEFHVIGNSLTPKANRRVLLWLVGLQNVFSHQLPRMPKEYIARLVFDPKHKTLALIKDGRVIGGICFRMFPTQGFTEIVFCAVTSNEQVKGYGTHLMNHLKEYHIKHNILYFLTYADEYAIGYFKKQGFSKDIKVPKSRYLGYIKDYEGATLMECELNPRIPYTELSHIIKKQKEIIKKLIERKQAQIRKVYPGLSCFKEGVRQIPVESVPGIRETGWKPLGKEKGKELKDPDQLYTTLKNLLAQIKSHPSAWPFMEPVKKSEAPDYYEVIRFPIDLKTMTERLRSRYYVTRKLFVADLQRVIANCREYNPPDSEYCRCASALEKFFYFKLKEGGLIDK
#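 Titration-based screen in which CoA formation is detected via maleimide probe ThioGlo1 (50uM) turning fluorescent on thiol reaction; substrates H3(1-25) 75uM and acetyl-CoA 70uM, GCN5L2 20nM, 20 min incubation at room temperature.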
# * marks the source's active call; other numbers are inactive results; ? = inconclusive; . = no result given; & = joins results of further samples; [ ] = dose if it differs, or a comment. Calls come from the whole dose curve; as a rule, active = well fitted curve in the direction sought with a large enough effect; inconclusive = small, poorly fitted or top-dose-only effect, or another doubt; inactive = no such curve, though single readings can be large; an effect the other way counts as inactive or inconclusive. % is set by controls: 0 for no effect and ±100 for the full control effect; potency is the fitted concentration of half-maximal effect. A portion of the library (hit frequency here may not be typical).
canonical_smiles | TDP1 cell CPT | TDP1 cell noCPT | GCN5L2 inh
O=C1NC[C@H](CCCCN2C[C@@H](Cc3ccccc3)N(Cc3ccccc3)C(=O)C2=O)N(CCC2CCCCC2)C1=O | -3.8% | ? | .
CCN(Cc1ccccc1)S(=O)(=O)c1ccc2oc(C(=O)O)c(C)c2c1 | -2.6% | 2.7% | 1.1%
CN(C)S(=O)(=O)c1cccc(C(=O)Nc2ccc(Cl)cn2)c1 | ? | -19.3% | -3.4%
O=C(NNc1ccccn1)c1ccccc1CC[N+](=O)[O-] | 1.5% | -13.1% | -0.6%
Cc1ccc2cc(CNC(C)CO)c(N3CCC(O)CC3)nc2c1 (centres undefined) | 0.6%[9.04 µM] | -7.3% | .
COC(=O)c1ccc(CN(C)S(=O)(=O)c2cccs2)cc1 | -2.3% | 3.1% | -2.0%
O=C1NC(c2ccccc2Cl)=N/C1=C/c1ccco1 | -12.1% | ? | -0.7%
CCC(CC)c1nnc(NC(=O)C2CCCO2)s1 (centres undefined) | 5.0% | 3.5% | -2.1%
CCOc1ccc(CCNC(=O)c2nn(C)c3c2CSc2ccccc2-3)cc1 | 16.4µM* | ? | -5.1%
Cc1c(C(=O)NCCSCc2ccc(Cl)cc2Cl)cccc1[N+](=O)[O-] | ? | ? | -17.2%
COc1ccc(C2(c3ccc(OC)cc3)NC(=O)N(CC(=O)NC3CCCC3)C2=O)cc1 | -2.8% | 6.1% | -1.9%
Cc1ccccc1/C=C/c1nc2ccccc2c(=O)[nH]1 | 16.4µM* | ? | -1.9%
CC(O)(c1ccc(F)c(F)c1)c1nc(-c2ccc(S(C)(=O)=O)cc2)cs1 (centres undefined) | ? | 16.4µM* | .
C[C@@H]1ON(C)[C@H]2C[C@H]3c4cc(N5CCOCC5)ccc4CCN3C(=O)[C@@H]12 | -2.2% | -4.7% | .
Cc1nccn1CC(=O)N/N=C/c1cccc(O)c1 | -21.2% | -10.1% | 1.2%
COc1ccc(C)cc1-n1nnnc1SCC(=O)Nc1cc(C)on1 | ? | ? | -7.1%
Cc1ccc(Nc2nc3ccc(C(=O)c4ccccc4)cc3n3c(C)nnc23)c(C)c1 | -13.3% | -19.7% | 3.6%
CN(C)c1ccc(NC(=O)CN2C(=O)c3ccccc3C2=O)cc1 | 1.0% | -3.5% | ?
COc1ccc(CCC(=O)Nc2ccc(S(=O)(=O)N3CCCC3)cc2)cc1OC | -16.5% | -1.9% | -3.0%
Cn1c2ccccc2c(=O)c2ccc(C#Cc3ccccn3)cc21 | ? | ? | -3.5%

# (cont.)
canonical_smiles | TDP1 cell CPT | TDP1 cell noCPT | GCN5L2 inh
Cc1nc2ccccc2c(=O)n1NCc1cc(Br)cs1 | ? | 14.6µM* | 0.7%
CCc1nnc(NC(=O)COc2ccc(N(C)S(=O)(=O)c3ccc(C)cc3)cc2)s1 | -14.1% | ? | -2.3%
COc1ccc(-n2c3c(cc(C(=O)Nc4cccc(C)n4)c2=O)C(=O)CC(C)(C)C3)cc1 | -2.0% | -4.1% | -1.7%
C/C(CC(O)(/C=N/O)c1ccccc1)=N\O (centres undefined) | -12.6% | -2.0% | 1.2%
O=C(COC(=O)c1ccco1)NCc1ccc(F)cc1 | 3.8% | -17.2% | -3.2%
O=[N+]([O-])c1ccc(NC(=S)NCc2ccc(F)cc2)cc1 | ? | 14.6µM* | -8.8%
COc1cc(C)c(N(C(C)=O)c2ccccc2)c(C)c1 | -13.3% | -29.6% | -3.8%
O=C(Nc1nnc(-c2ccco2)o1)c1ccc(S(=O)(=O)N2CCCC2)cc1 | ? | ? | -7.6%
CCC(C(=O)Nc1ccccn1)c1ccccc1 (centres undefined) | 0.0% | -12.3% | .
COc1ccc(-n2cnc3cc(NC(=O)c4ccco4)ccc32)cc1 | ? | -26.7% | -2.5%
O=C(NC1CCCCC1)c1ccccc1NC(=O)C1CC1 | -2.5% | 4.2% | 0.6%
COc1ccc(-c2nnc3sc(CCN4C(=O)c5ccccc5C4=O)nn23)cc1 | -16.6% | ? | -3.1%
CC(C(=O)NCC1CCCO1)n1cc([N+](=O)[O-])cn1 (centres undefined) | -3.9% | 16.8% | -1.2%
COc1ccc2c(N)c(C(=O)NN)[nH]c2c1 | ? | ? | -4.8%
Cc1ccc(S(=O)(=O)Cc2ccc(C(=O)N3CCc4ccccc4C3)o2)cc1 | -27.7% | ? | -23.2%
COc1cccc(NC(=O)CSc2nc(C3CC3)nc3ccccc23)c1 | 1.4% | -8.6% | -9.6%
CCN(CC(=O)Nc1ccccc1C(F)(F)F)C(=O)C1CCN(C(=O)Nc2ccccc2)CC1 | -10.0% | 26.8% | 1.9%
O=C(Nc1cccc(Br)c1)N1CCN2CCCCC2C1 (centres undefined) | 0.0% | ? | -3.9%
Cc1cccn2c(=O)c3cc(C(=O)NCC4CCCO4)c(=N)n(Cc4ccc(F)cc4)c3nc12 (centres undefined) | ? | ? | -22.6%
O=S(=O)(NC1c2cccc3cccc(c23)C1Sc1ncccn1)c1ccccc1 (centres undefined) | ? | 20.6µM* | -7.7%

# (next part)
canonical_smiles | TDP1 cell CPT | TDP1 cell noCPT | GCN5L2 inh
Cc1cc(C)cc(NC(=S)N(CCN(C)C)C(C)c2cccnc2)c1 (centres undefined) | 6.0% | 1.4% | -1.4%
COc1ccc(CCNC(=O)COC(=O)Cn2cnc3ccccc3c2=O)cc1 | -26.5% | 2.2% | -25.3%
c1cn(-c2cc(-c3ccc4c(c3)OCO4)ncn2)cn1 | ? | -9.1% | ?
Cc1cc([N+](=O)[O-])nn1Cc1noc(C(=O)NCc2ccc3c(c2)OCO3)n1 | ? | -13.8% | -10.1%
Cc1ccc(CNS(=O)(=O)c2ccc3c(c2)NC(=O)C(C)S3)cc1 (centres undefined) | ? | -23.2% | -12.5%
COc1cccc(NC(=O)CN(C)C(=O)c2cccc(S(=O)(=O)N3CC4(C)CC3CC(C)(C)C4)c2)c1 (centres undefined) | ? | ? | -5.3%
CCCCC(=O)NCCc1ccc(S(N)(=O)=O)cc1 | -15.0% | 2.2% | -2.3%
CCOc1cc(C(=O)OC(C)C(=O)Nc2ncc(Cl)cc2Cl)ccc1OCC(=O)N1CCOCC1 (centres undefined) | ? | ? | -0.1%
O=C(C(=O)N1CCN(c2ccccc2)CC1)c1ccccc1 | 13.6% | -0.7% | .
Cc1nn(CC(=O)NCCc2ccccc2)c(=O)c2ccccc12 | -3.3% | -3.4% | -3.0%
CCN1C(=NCCOC)N[C@@H](CCc2ccccc2)[C@H](C(=O)OC)[C@H]1C | -3.0% | -3.3% | 2.0%&-4.6%
OCCN(CC(O)COc1ccccc1)CC(O)Cn1ccc2ccccc21 (centres undefined) | ? | ? | -0.1%
C=C(C)C(=O)Nc1cccc(C2=NOC3(C2)C[C@@H](C(N)=O)N(C(=O)CCCCC)C3)c1 (some centres undefined) | -1.0% | -6.8% | 0.7%
COc1ccc(CN=C(C)c2c(C(F)(F)F)[nH]n(-c3nc4ccccc4s3)c2=O)cc1 | 5.1% | ? | 1.3%
Cc1ccsc1C(=O)N1CCCC(CCC(=O)N2CCN(c3ccccn3)CC2)C1 (centres undefined) | ? | ? | -8.0%
COc1ccccc1OCC(=O)Nc1ccc2c(c1)OCCO2 | -6.2% | -16.6% | -2.0%
CN(CC(=O)Nc1ccccc1Br)C(=O)c1sccc1-c1ccccc1 | ? | 13µM* | -3.0%
Nc1nc(-c2ccc(Cl)cc2)cc(C(F)(F)F)n1 | -16.0% | -1.3% | -17.2%
Nc1cccc(Oc2ccc3c(c2)C(=O)N(CC2CCCO2)C3=O)c1 (centres undefined) | -15.6% | -21.8% | -3.9%
O=C(Nc1nnc(C2CC2)o1)c1ccc(S(=O)(=O)N2CCCc3ccccc32)cc1 | 4.61µM* | ? | -11.9%

# Further entries:
canonical_smiles | TDP1 cell CPT | TDP1 cell noCPT | GCN5L2 inh
COc1cc(C)c(S(=O)(=O)N2CCOCC2)c(C)c1C | 0.7% | -15.2% | 3.1%
Cc1ccc2[nH]c(=O)c(CN3CCCCC3)c(-c3ccccc3)c2c1 | ? | ? | 0.5%
C[C@H](NC(=O)N1CCn2c1nc1ccccc12)C(=O)NCc1ccc(F)cc1 | -8.8% | -5.2% | -8.7%
Cn1ccc(NC(=O)Nc2ccc(Cl)cc2)n1 | 10.2% | -0.6% | -0.7%
Brc1ccc(-c2nnc(-c3cccnc3)c3conc23)cc1 | -8.1% | ? | .
O=C(NC(c1ccc(F)cc1)c1cnccn1)C1CCN(CCOc2ccc(Cl)cc2Cl)CC1 (centres undefined) | ? | 16.4µM* | .
CCCN1CCC(NC(=O)C2CCN(C(C)=O)CC2)CC1 | -4.2% | -2.7% | -6.1%
CCc1nc(SC)ncc1C(=O)N1CCN(c2cc(C)ccc2C)CC1 | -24.6% | 14.6µM* | -6.5%
CCOC(=O)/C(C#N)=C/c1ccc(N2CCCCC2)cc1 | ? | 3.2% | -3.1%
CCCOc1ccc(C(=O)NNC(=S)NC(=O)c2ccccc2)cc1 | ? | 16.4µM* | 1.8%
CC1=NNC(=O)C1CCC(=O)N/N=C(\C)c1ccccc1 (centres undefined) | -15.1% | -10.3% | -0.3%
N#Cc1ccc(N2CCOCC2)c([N+](=O)[O-])c1 | -16.2% | -24.9% | -3.9%
Cc1nc(-c2ccccc2)sc1-c1n[nH]c(=S)n1C | 2.5% | 2.0% | -10.3%
Cc1ccccc1CN1CCSc2sccc2C1=O | -15.7% | -18.5% | -3.1%
COc1ccc(N(C(=O)Cn2nnc(-c3ccccc3F)n2)C(C(=O)NCC2CCCO2)c2ccc(Cl)cc2)cc1 (centres undefined) | ? | 9.2µM* | -7.3%
CC(C)c1ccc(/C=C2\NC(=S)N(Cc3cccnc3)C2=O)cc1 | ? | ? | 3.2%
Nc1nonc1-n1nnc(C(=O)N/N=C/c2cc(Br)ccc2O)c1CSC1=NCCS1 | 5.8µM* | 6.51µM* | -5.9%
CN1CN(C)C(c2ccncc2)=C1c1ccncc1 | -6.7% | -17.6% | -0.4%
O=C(COC(=O)CCC1CCCC1)Nc1cc(S(=O)(=O)N2CCOCC2)ccc1Cl | -1.0% | 4.4% | -24.4%
COc1ccc(N2CCN(C(=O)CCS(=O)(=O)c3ccc4c(c3)NC(=O)C(C)S4)CC2)cc1 (centres undefined) | ? | 10.3µM* | -1.8%

# Next section (six carried over from the part before).
canonical_smiles | TDP1 cell CPT | TDP1 cell noCPT | GCN5L2 inh
COc1ccc(N(C(=O)Cn2nnc(-c3ccccc3F)n2)C(C(=O)NCC2CCCO2)c2ccc(Cl)cc2)cc1 (centres undefined) | ? | 9.2µM* | -7.3%
CC(C)c1ccc(/C=C2\NC(=S)N(Cc3cccnc3)C2=O)cc1 | ? | ? | 3.2%
Nc1nonc1-n1nnc(C(=O)N/N=C/c2cc(Br)ccc2O)c1CSC1=NCCS1 | 5.8µM* | 6.51µM* | -5.9%
CN1CN(C)C(c2ccncc2)=C1c1ccncc1 | -6.7% | -17.6% | -0.4%
O=C(COC(=O)CCC1CCCC1)Nc1cc(S(=O)(=O)N2CCOCC2)ccc1Cl | -1.0% | 4.4% | -24.4%
COc1ccc(N2CCN(C(=O)CCS(=O)(=O)c3ccc4c(c3)NC(=O)C(C)S4)CC2)cc1 (centres undefined) | ? | 10.3µM* | -1.8%
COC(=O)c1nc(NC(=O)c2ccccc2Cl)n[nH]1 | -29.2% | -13.7% | -1.9%
Cn1c(SCC(=O)Nc2ccc(NC(=O)c3ccccc3)cc2)nnc1-c1ccncc1 | -0.9% | -27.5% | -5.9%
COc1cccc(/C=N/NC(=O)CNC(=O)COc2cccc(C)c2)c1O | 7.31µM* | 18.4µM* | -1.9%
Cc1cc(-n2c(SCc3ccccc3F)nc3n[nH]c(C)c3c2=N)ccc1Cl | ? | ? | -0.1%
COc1ccc(/C=C2\SC(=S)N(C(C)C(=O)NC3C=CS(=O)(=O)C3)C2=O)cc1 (centres undefined) | ? | -9.0% | -33.6%
CCOC(=O)Cc1nnc(Nc2ccc(C)cc2)c2ccccc12 | -23.9% | ? | -1.4%
COc1ccc(S(=O)Cc2ccc(C(=O)NCc3cccc(OC)c3)o2)cc1 (centres undefined) | -25.7% | 0.4% | 0.1%
Cc1nc2[nH]c(=S)n(C)c(=O)c2nc1C | -6.7% | -12.4% | -2.3%
COc1ccc(CCNC(=O)c2ccc3c(c2)NC(=O)CS3)cc1OC | -29.0% | -4.5% | -17.1%
COc1ccc(NC(=O)CSc2nc3ncccc3[nH]2)cc1OC | ? | 2.5% | -8.3%
COc1ccc2c(c1)OC1(C)CC2C(C(=O)c2ccccc2OC)C(=O)N1 (centres undefined) | 0.6% | 0.5% | 1.3%
